USP28 inh = human USP28 deubiquitinase inhibition. purified USP28, Ub-rhodamine cleavage fluorescence, 30 min. Q96RU2. actives 3% (n = 47,000). inhibition, % at 25 µM. AID 1645857
USP30 block = blocks human USP30 ubiquitin-rhodamine cleavage | AID 1645860 | purified USP30, Ub-rhodamine cleavage fluorescence | Q70CQ3 | actives 5.3% (n = 47,000) | inhibition, % at 25 µM
USP17 block = blocks human USP17 ubiquitin-rhodamine cleavage; A8MUK1; inhibition, % at 50 µM; AID 1645855; purified USP17, Ub-rhodamine cleavage fluorescence, 3 h; actives 6.5% (n = 47,000)
USP7 block = inhibitors of human USP7 deubiquitinase | Q93009 | purified USP7, Ub-rhodamine cleavage fluorescence | inhibition, % at 20 µM | actives 0.3% (n = 47,000) | AID 1645854
UCHL1 inh = inhibitors of human UCHL1 deubiquitinase | purified UCHL1, Ub-rhodamine cleavage fluorescence | inhibition, % at 20 µM | actives 0.2% (n = 47,000)
Target sequence (P09936 whole entry, looked up): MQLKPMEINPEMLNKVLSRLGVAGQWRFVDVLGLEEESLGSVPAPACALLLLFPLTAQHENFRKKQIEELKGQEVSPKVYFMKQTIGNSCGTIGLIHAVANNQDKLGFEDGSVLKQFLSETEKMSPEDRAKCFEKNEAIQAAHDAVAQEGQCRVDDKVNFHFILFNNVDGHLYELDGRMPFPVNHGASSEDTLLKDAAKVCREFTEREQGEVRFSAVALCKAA
OTUD3 block = inhibitors of human OTUD3 deubiquitinase; Q5T2D3; purified OTUD3, Ub-rhodamine fluorescence, 2 h; inhibition, % at 25 µM; actives 0.7% (n = 47,000); AID 1645858
Target sequence (Q5T2D3 whole entry, looked up): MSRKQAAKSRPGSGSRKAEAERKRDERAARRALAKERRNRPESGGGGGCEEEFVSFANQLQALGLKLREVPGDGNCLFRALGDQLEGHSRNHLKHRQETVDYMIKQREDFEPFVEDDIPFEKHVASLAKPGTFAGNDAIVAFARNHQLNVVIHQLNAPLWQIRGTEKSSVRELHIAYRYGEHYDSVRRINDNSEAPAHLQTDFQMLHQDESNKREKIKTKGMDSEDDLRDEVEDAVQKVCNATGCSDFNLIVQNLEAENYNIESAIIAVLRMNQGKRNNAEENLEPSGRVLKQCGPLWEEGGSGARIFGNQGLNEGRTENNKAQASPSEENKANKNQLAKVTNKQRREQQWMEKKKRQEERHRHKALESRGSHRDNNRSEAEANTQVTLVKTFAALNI
USP10 block = human USP10 deubiquitinase inhibition. purified USP10, Ub-rhodamine fluorescence, 60 min. inhibition, % at 20 µM. actives 1.1% (n = 47,000). AID 1645856
USP8 block = inhibitors of human USP8 deubiquitinase | P40818 | purified USP8, Ub-rhodamine cleavage fluorescence, 30 min | inhibition, % at 20 µM | actives 4.2% (n = 47,000)
Starred values were filed as active, the others as inactive; x = not tested or not shown. No stated cut-off is given here; in the data, active means inhibition above about 30%; inactive means the rest.

SMILES | USP28 inh | USP30 block | USP17 block | USP7 block | UCHL1 inh | OTUD3 block | USP10 block | USP8 block
O=C(Nc1ccc(-c2nc3ccccc3o2)cc1)c1ccc(S(=O)(=O)N2CCc3ccccc3C2)cc1 | 4.3 | 34.2* | 34.6* | 8.5 | -2.4 | 9.5 | 25.9 | -10.4
O=C(Nc1ncc2c(n1)CC(c1ccco1)CC2=O)c1ccccc1 (centres undefined) | 19.2 | -35.1 | 13.0 | -9.8 | 3.0 | 3.5 | -4.0 | -4.2
O=C(c1cccc(N2C(=O)CCS2(=O)=O)c1)N1CCN(Cc2ccccc2)CC1 | -20.3 | -29.4 | -10.4 | 0.4 | -2.2 | -0.7 | -3.3 | -1.2
O=C(CCc1nnc2ccc(N3CCCCC3)nn12)N1CCCC1 | -4.3 | 4.6 | 8.0 | 0.8 | -3.0 | 9.9 | 0.3 | 17.4
Cc1cccc(NC(=O)CNC(=O)[C@@H]2Cc3ccccc3CN2)c1 | -7.3 | -28.8 | -8.2 | -2.6 | -3.1 | -8.4 | -4.3 | 1.0
N#Cc1ccc(-c2csc(COc3ccccc3Cl)n2)cc1 | -6.9 | -12.7 | 35.0* | 5.5 | -1.4 | -1.3 | 0.0 | -6.0
COc1ccc(-c2nnc(-c3cccc(S(=O)(=O)N4CCOCC4)c3)o2)cc1 | -4.5 | 2.0 | -2.0 | -0.1 | -5.5 | -1.1 | 1.1 | -2.4
CC1(C)C(=O)CC[C@@]2(C)C1CC[C@]1(C)C2CC[C@@H]2[C@H]3[C@H]4OC[C@@]3(CCC4(C)C)CC[C@]21C (some centres undefined) | 4.0 | 30.5* | 13.4 | 10.9 | 6.1 | 8.7 | 0.4 | 25.0
Cn1cnnc1-c1ccc(NS(=O)(=O)c2ccc3c(c2)CCC3)cc1 | -3.6 | 1.0 | 1.1 | 0.0 | -0.5 | -7.5 | 0.1 | -0.6
COc1ccccc1Cc1cccc(C2CCN(S(=O)(=O)c3cn(C)cn3)CC2)n1 | 7.5 | -0.4 | -5.5 | -14.3 | 3.0 | 8.2 | -2.6 | 1.3
CC(C(=O)Nc1ccc(C#N)cc1)(C(F)(F)F)C(F)(F)F | -8.2 | -16.2 | -0.6 | -5.9 | 0.7 | -2.5 | 2.8 | 4.5
CC(C)(C)c1ccc(C(=O)NC(=O)Nc2cc(C(F)(F)F)cc(C(F)(F)F)c2)s1 | 0.0 | 10.3 | 9.1 | 5.5 | 1.1 | 6.7 | -0.8 | 12.2
CCN(CCCNC(=O)c1cnc(Nc2ccccc2OC)c2ccccc12)c1cccc(C)c1 | x | x | -13.6 | 7.3 | 1.9 | -10.2 | -0.1 | -0.7
Cc1ccc(-c2cn3c(n2)N(C(=O)C2CCCO2)CCC3)cc1 (centres undefined) | 0.3 | 4.7 | -2.6 | -3.5 | -1.0 | -7.0 | 0.5 | -7.7
COc1ccc(CCNC(=O)CN2C(=O)c3ccccc3C2c2c[nH]c3ccccc23)cc1OC (centres undefined) | -3.0 | -6.3 | 9.3 | 0.2 | 3.0 | 3.7 | -9.1 | 13.9
Cc1cc(Nc2ccc(C)c(Cl)c2)n2nc(-c3cccnc3)nc2n1 | 4.5 | 14.1 | -22.0 | 3.1 | 0.1 | 5.9 | -8.5 | 9.9
O=C(C1CCC1)N1CCOC(c2ncc(Cc3ccc(F)cc3)o2)C1 (centres undefined) | -4.6 | -13.7 | -13.8 | -0.8 | -1.7 | -2.8 | 2.8 | -3.1
O=S(=O)(c1ccccc1)N1CCCCC1c1nnc(-c2ccccn2)o1 (centres undefined) | -0.8 | 13.2 | 3.3 | 0.0 | -2.7 | 6.5 | -2.4 | -1.4
CCc1c(C)sc(NC(=O)c2ccc(F)cc2Cl)c1C(=O)N1CCOCC1 | 0.1 | 8.1 | -0.6 | -25.0 | 0.4 | 1.9 | 0.0 | -2.0
CC(=O)NC(Cc1cccc(F)c1)C(=O)NC1CCN(C(=O)c2cnccn2)CC1 (centres undefined) | -10.3 | -35.7 | -17.2 | -2.9 | -1.9 | -6.9 | -2.3 | -1.2
CCn1ccc(C(=O)N2CCN(c3nc4c(OC)ccc(C)c4s3)CC2)n1 | -0.5 | 9.3 | -0.8 | -3.2 | 0.4 | -3.4 | 0.4 | 9.0
Cc1noc(-c2ccc(CSc3nc4ccccc4o3)cc2)n1 | 6.5 | -8.3 | -0.9 | -1.2 | 0.0 | -2.9 | 2.4 | -3.6
Nc1nccnc1CC1CCCN(C(=O)c2ccc3c(c2)OCO3)C1 (centres undefined) | -19.5 | -19.1 | -14.3 | 0.9 | -3.0 | -9.4 | -7.8 | -6.1
COc1ccc(OC)c(NC(=O)[C@H]2C[C@H](CC(C)C)N[C@]23C(=O)Nc2ccccc23)c1 | -17.8 | -22.0 | -8.2 | -5.3 | -2.5 | -15.0 | -0.7 | -69.4
COc1ccccc1NC(=O)c1cc(-c2ccccn2)nc2ccccc12 | 2.9 | 28.2 | 58.6* | 8.8 | 3.4 | 9.9 | 12.8 | 8.9
O=C([C@@H]1CCCN1C1=NS(=O)(=O)c2ccccc21)N1CCN(c2ccccc2)CC1 | -14.0 | -0.1 | -6.5 | -1.9 | -1.7 | -10.2 | -3.8 | -0.2
Cc1ncoc1C(=O)N[C@@H]1C[C@@H](Oc2cccc(F)c2)[C@H](O)[C@H]1N(C)C | 4.0 | 20.3 | -0.3 | 1.6 | 2.6 | 16.3 | 0.2 | -11.2
COc1cccc(Nc2cc(C(=O)Nc3ccccc3)ccn2)c1 | 0.7 | 9.6 | 36.1* | -4.6 | -2.6 | -9.7 | -0.3 | -0.8
O=C(NCCc1nc2ccccc2[nH]1)c1[nH]nc2c1CCc1ccccc1-2 | 17.8 | 45.4* | 9.5 | 6.0 | 0.1 | 3.9 | -1.6 | 14.1
O=C(Nc1ccc(Cl)cc1)N1C[C@H]2C[C@H]3[C@](C1)(CN(Cc1ccncc1)S3(=O)=O)O2 | 6.9 | 9.0 | -12.8 | 0.0 | 1.5 | 9.2 | -0.1 | -30.7
CCc1noc2ncnc(NC3CCCCC3)c12 | 16.8 | 28.6 | 13.8 | -6.8 | -1.5 | 15.4 | -0.2 | 13.1
COCCN1C[C@@]23CN(C(=O)c4ccncc4)C[C@@H](C[C@@H]2S1(=O)=O)O3 | 12.9 | 17.6 | 0.7 | 2.1 | 3.3 | 10.6 | -0.1 | -112.2
COc1ccc(NC(=O)c2c(O)cn(-c3ccccc3)c2O)cc1 | -8.0 | -76.7 | -7.0 | 7.7 | 1.0 | -3.7 | 11.3 | 1.6
CC1=C(C(=O)Nc2cccnc2)C(c2cccc(OCc3ccccc3)c2)n2nnnc2N1 (centres undefined) | -3.4 | 21.0 | 10.2 | 2.7 | -2.6 | -13.5 | 18.2 | 36.7*
Cc1cc(Nc2ccccc2)nc(N2CCN(S(=O)(=O)c3ccccc3Cl)CC2)n1 | 4.9 | -0.1 | -6.5 | 9.5 | 6.3 | 0.2 | 3.7 | 8.9
O=C(c1ccccc1-n1cnnn1)N1CCN(c2ccccc2F)CC1 | 5.9 | 6.6 | 6.4 | 2.0 | 1.2 | 8.2 | -1.1 | -10.2
CCOc1ccccc1-c1nc(-c2nnn(Cc3ccccc3)c2C)no1 | 41.4* | 51.6* | 27.5 | 1.4 | 7.5 | 22.6 | 9.8 | 24.4
O=C(NCc1ccccc1F)C1CCCN(S(=O)(=O)N2CCOCC2)C1 (centres undefined) | 6.0 | 7.9 | 13.5 | 6.2 | 0.9 | 5.4 | -3.7 | 1.9
CCc1nc(SCC(=O)Nc2cccc3ccccc23)c2c3c(sc2n1)COC(C)(C)C3 | 6.7 | 0.9 | 15.6 | 1.4 | 0.5 | 10.2 | 0.8 | 27.2
O=[N+]([O-])c1ccccc1NC1CCN(Cc2ccccc2)CC1 | 6.9 | -8.1 | 6.7 | 4.8 | 4.0 | 16.5 | 1.5 | -67.3
COc1ccc(/C=C/c2nc(-c3ccc(F)cc3)cs2)c(OC)c1 | -14.0 | -89.7 | -9.4 | -4.1 | -0.6 | -23.3 | -2.2 | -1.9
CCN1CCN(c2nc(F)c3c(c2F)S(=O)(=O)CCN3Cc2ccccc2)CC1 | 6.9 | -6.7 | 10.0 | -17.4 | -0.1 | 6.3 | 2.1 | -1.9
CC(C)c1ncc(CN2CCC3(CC2)CN(S(C)(=O)=O)Cc2ccccc2O3)cn1 | 1.3 | -9.8 | -0.2 | -1.2 | -0.7 | -4.5 | -1.6 | 0.3
COc1ccc(/C=C/C(=O)N2c3ccccc3CC2C)cc1OC (centres undefined) | -3.8 | -17.2 | -16.5 | -0.4 | 0.4 | -9.2 | 0.0 | -5.3
Cc1cc(CC2CCN(C(=O)c3c(C)noc3C)CC2)ccn1 | -1.3 | 6.3 | 3.9 | 2.6 | -0.5 | 1.5 | 0.0 | 2.6
Cc1ccsc1CNS(=O)(=O)c1ccc2c(c1)CCO2 | 10.2 | 11.5 | -0.1 | -1.7 | 0.5 | 1.3 | 1.8 | -0.3
O=C(NCCN1CCCC1)C1CCCN(S(=O)(=O)N2CCOCC2)C1 (centres undefined) | 2.0 | -13.1 | -9.5 | -1.7 | -1.6 | 0.3 | -7.5 | 7.5
O=C(NCCn1cnc2cc(C(=O)N3CCCC3)ccc21)Nc1ccc(F)cc1 | 5.7 | 13.1 | 5.5 | 3.5 | 0.0 | 5.4 | -1.8 | 3.8
CCOC(=O)N1CCc2c(sc(NC(=O)c3ccc(S(C)(=O)=O)cc3)c2C(N)=O)C1 | 0.2 | -28.4 | 4.3 | 2.2 | 0.0 | -2.0 | -4.6 | -6.8
O=C(NC(NC(=O)c1cccnc1)c1ccc(Cl)cc1)c1cccnc1 | 7.5 | 14.8 | -0.1 | -1.3 | -0.5 | -0.1 | 0.7 | 0.0

Nine entries from above, reformatted.
Order of results – USP28 inh | USP30 block | USP17 block | USP7 block | UCHL1 inh | OTUD3 block | USP10 block | USP8 block
> CCn1ccc(C(=O)N2CCN(c3nc4c(OC)ccc(C)c4s3)CC2)n1
 : -0.5 | 9.3 | -0.8 | -3.2 | 0.4 | -3.4 | 0.4 | 9.0
> Cc1noc(-c2ccc(CSc3nc4ccccc4o3)cc2)n1
 : 6.5 | -8.3 | -0.9 | -1.2 | 0.0 | -2.9 | 2.4 | -3.6
> Nc1nccnc1CC1CCCN(C(=O)c2ccc3c(c2)OCO3)C1 (centres undefined)
 : -19.5 | -19.1 | -14.3 | 0.9 | -3.0 | -9.4 | -7.8 | -6.1
> COc1ccc(OC)c(NC(=O)[C@H]2C[C@H](CC(C)C)N[C@]23C(=O)Nc2ccccc23)c1
 : -17.8 | -22.0 | -8.2 | -5.3 | -2.5 | -15.0 | -0.7 | -69.4
> COc1ccccc1NC(=O)c1cc(-c2ccccn2)nc2ccccc12
 : 2.9 | 28.2 | 58.6* | 8.8 | 3.4 | 9.9 | 12.8 | 8.9
> O=C([C@@H]1CCCN1C1=NS(=O)(=O)c2ccccc21)N1CCN(c2ccccc2)CC1
 : -14.0 | -0.1 | -6.5 | -1.9 | -1.7 | -10.2 | -3.8 | -0.2
> Cc1ncoc1C(=O)N[C@@H]1C[C@@H](Oc2cccc(F)c2)[C@H](O)[C@H]1N(C)C
 : 4.0 | 20.3 | -0.3 | 1.6 | 2.6 | 16.3 | 0.2 | -11.2
> COc1cccc(Nc2cc(C(=O)Nc3ccccc3)ccn2)c1
 : 0.7 | 9.6 | 36.1* | -4.6 | -2.6 | -9.7 | -0.3 | -0.8
> O=C(NCCc1nc2ccccc2[nH]1)c1[nH]nc2c1CCc1ccccc1-2
 : 17.8 | 45.4* | 9.5 | 6.0 | 0.1 | 3.9 | -1.6 | 14.1

(listing goes on)
SMILES | USP28 inh | USP30 block | USP17 block | USP7 block | UCHL1 inh | OTUD3 block | USP10 block | USP8 block
O=C(Nc1ccc(N2CCOCC2)cc1)c1cc(-c2ccccn2)nc2ccccc12 | -0.2 | -0.4 | 0.0 | 9.4 | 2.2 | 0.5 | -2.3 | 9.4
O=C(Nc1ccccc1N1CCOCC1)c1ccc(N2CCCC2=O)cc1 | -4.9 | 1.1 | 1.8 | 0.0 | -3.3 | -3.6 | 1.1 | 0.4
CC12C(=O)N(CCCN3CCOCC3)CC(=O)N1CCc1c2[nH]c2ccccc12 (centres undefined) | 3.8 | 7.8 | -4.2 | 1.7 | 1.0 | 3.4 | -0.1 | -1.1
COc1ccc(C(=O)NCCc2cccs2)cc1 | 9.4 | 13.9 | -3.0 | x | 0.5 | 10.2 | 0.7 | 0.0
CC1CC(=O)c2cnc(NCCCN3CCOCC3)nc2C1 (centres undefined) | -0.9 | 8.7 | -0.2 | 1.1 | -1.2 | -1.1 | -0.7 | 4.2
COc1ccccc1NS(=O)(=O)c1ccc(-c2cc(C(F)(F)F)on2)s1 | 6.3 | 18.6 | 15.8 | 9.3 | 3.4 | 8.6 | 18.1 | 5.0
CCCCC1CCC(C(=O)N2CCC(C3(C)NC(=O)NC3=O)CC2)CC1 (centres undefined) | 23.1 | 12.3 | 10.7 | 0.1 | 3.2 | 5.5 | -0.5 | 23.6
C[C@H](NC(=O)c1cccs1)c1nnc2ccccn12 | 19.9 | 30.3* | 12.4 | 7.2 | 2.8 | 15.9 | 1.6 | 27.9

High-throughput results (PubChem BioAssay)
